TcdB GH inh: TcdB glycohydrolase inhibitors, primary screen, biochemical, single point, plate reader; inhibition, % at 9.99 µM; TcdB glycohydrolase enzymatic assay; AID 652162, 2013; 350,000 tested, 0.24% active; in the data active = inhibition above about 10%
Target sequence (P18177 whole entry, looked up): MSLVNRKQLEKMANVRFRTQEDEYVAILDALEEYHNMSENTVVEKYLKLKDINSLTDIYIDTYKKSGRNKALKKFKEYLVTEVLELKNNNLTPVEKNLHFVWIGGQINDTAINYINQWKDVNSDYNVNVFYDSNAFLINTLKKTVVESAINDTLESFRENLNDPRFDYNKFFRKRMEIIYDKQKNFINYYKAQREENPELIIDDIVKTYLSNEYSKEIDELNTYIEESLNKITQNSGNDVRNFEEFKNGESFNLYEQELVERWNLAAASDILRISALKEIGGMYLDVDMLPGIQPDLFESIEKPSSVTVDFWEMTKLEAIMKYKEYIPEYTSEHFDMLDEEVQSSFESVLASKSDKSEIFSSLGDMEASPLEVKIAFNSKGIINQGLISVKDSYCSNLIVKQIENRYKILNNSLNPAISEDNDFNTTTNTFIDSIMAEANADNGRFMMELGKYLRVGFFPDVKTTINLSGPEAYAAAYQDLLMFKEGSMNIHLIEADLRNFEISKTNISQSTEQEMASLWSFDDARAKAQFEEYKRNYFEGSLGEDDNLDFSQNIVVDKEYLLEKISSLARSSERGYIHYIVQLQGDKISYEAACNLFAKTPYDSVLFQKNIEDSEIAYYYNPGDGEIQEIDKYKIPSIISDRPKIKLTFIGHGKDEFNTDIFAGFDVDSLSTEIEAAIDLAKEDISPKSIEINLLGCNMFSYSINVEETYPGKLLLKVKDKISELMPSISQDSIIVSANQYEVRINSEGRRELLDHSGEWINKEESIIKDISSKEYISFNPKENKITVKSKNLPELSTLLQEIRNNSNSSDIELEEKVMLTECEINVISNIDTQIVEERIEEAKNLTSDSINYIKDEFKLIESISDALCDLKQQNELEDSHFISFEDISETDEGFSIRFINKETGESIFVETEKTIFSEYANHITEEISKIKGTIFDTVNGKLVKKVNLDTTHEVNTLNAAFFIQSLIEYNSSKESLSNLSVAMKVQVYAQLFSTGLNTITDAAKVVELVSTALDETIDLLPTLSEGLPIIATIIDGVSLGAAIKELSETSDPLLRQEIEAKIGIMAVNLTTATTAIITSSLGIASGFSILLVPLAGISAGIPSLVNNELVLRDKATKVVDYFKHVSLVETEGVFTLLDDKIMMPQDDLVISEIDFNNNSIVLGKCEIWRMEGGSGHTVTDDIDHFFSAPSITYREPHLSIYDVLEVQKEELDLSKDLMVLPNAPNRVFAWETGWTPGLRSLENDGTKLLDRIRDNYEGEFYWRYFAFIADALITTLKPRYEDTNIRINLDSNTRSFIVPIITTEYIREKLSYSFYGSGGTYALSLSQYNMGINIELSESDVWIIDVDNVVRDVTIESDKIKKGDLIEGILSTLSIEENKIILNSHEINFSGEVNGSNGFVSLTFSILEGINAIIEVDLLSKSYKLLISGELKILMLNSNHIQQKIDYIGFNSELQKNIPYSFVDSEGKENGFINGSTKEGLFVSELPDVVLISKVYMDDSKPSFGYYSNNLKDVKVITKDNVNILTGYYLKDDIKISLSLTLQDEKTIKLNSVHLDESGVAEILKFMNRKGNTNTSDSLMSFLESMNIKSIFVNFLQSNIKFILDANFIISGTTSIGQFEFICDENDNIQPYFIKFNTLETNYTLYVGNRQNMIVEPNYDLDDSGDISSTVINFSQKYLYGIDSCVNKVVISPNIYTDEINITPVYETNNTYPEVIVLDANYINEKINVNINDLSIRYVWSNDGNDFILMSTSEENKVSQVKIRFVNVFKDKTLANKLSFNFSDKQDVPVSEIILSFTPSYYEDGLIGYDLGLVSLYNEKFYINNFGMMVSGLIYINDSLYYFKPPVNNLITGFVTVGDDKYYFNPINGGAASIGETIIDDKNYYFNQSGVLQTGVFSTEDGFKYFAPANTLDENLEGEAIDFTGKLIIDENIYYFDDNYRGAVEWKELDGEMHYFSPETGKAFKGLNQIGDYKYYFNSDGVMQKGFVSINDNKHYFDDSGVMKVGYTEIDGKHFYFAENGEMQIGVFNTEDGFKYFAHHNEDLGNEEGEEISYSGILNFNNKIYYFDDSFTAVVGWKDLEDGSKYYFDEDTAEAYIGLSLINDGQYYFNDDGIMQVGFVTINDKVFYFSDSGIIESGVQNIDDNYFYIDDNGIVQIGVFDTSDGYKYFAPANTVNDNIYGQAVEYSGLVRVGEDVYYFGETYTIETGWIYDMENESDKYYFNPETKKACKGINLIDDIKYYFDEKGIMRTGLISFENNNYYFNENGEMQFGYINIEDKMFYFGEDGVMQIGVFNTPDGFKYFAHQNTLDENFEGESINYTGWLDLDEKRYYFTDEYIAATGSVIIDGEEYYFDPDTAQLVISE
Active calls of the source: *; & = joins results of further samples. These rows are one share of the data (hit frequency here may not be typical).

| SMILES | TcdB GH inh |
| --- | --- |
| C[C@@H]1CN([C@@H](C)CO)C(=O)c2cccc(NC(=O)Nc3ccccc3)c2O[C@@H]1CN(C)CC1CCCCC1 | -0.3 |
| CNC[C@H]1Oc2ccc(N(C)C)cc2CC(=O)N([C@@H](C)CO)C[C@@H]1C | -5.5 |
| C[C@H](CO)N1C[C@H](C)[C@H](CN(C)C(=O)NC2CCCCC2)Oc2c(NS(=O)(=O)c3ccccc3)cccc2C1=O | 0.1 |
| Cc1noc(C)c1NC(=O)Nc1ccc2c(c1)C(=O)N([C@H](C)CO)C[C@@H](C)[C@H](CN(C)Cc1ccccc1)OCCCC[C@H](C)O2 | 0.4 |
| O=C(Nc1ccccc1)N1CCCCN2[C@H](CO)[C@H](c3ccc(C#Cc4cccnc4)cc3)[C@@H]2C1 | 0.5 |
| Cc1noc(C)c1NC(=O)N(C)C[C@@H]1Oc2c(NC(=O)C3CCOCC3)cccc2C(=O)N([C@@H](C)CO)C[C@H]1C | -0.1 |
| Cc1noc(C)c1S(=O)(=O)Nc1cccc2c1O[C@H](CN(C)C(=O)Nc1ccc3c(c1)OCO3)[C@H](C)CN([C@@H](C)CO)C2=O | 0.9 |
| Cc1noc(C)c1NC(=O)Nc1ccc2c(c1)CC(=O)N([C@@H](C)CO)C[C@@H](C)[C@@H](CN(C)S(=O)(=O)c1ccc(F)cc1)O2 | 0.1 |

As entered above:
`CNC[C@H]1Oc2ccc(N(C)C)cc2CC(=O)N([C@@H](C)CO)C[C@@H]1C` in TcdB GH inh = -5.5
`O=C(Nc1ccccc1)N1CCCCN2[C@H](CO)[C@H](c3ccc(C#Cc4cccnc4)cc3)[C@@H]2C1` in TcdB GH inh = 0.5
`Cc1noc(C)c1S(=O)(=O)Nc1cccc2c1O[C@H](CN(C)C(=O)Nc1ccc3c(c1)OCO3)[C@H](C)CN([C@@H](C)CO)C2=O` in TcdB GH inh = 0.9
`C[C@H](CO)N1C[C@H](C)[C@H](CN(C)C(=O)NC2CCCCC2)Oc2c(NS(=O)(=O)c3ccccc3)cccc2C1=O` in TcdB GH inh = 0.1
`Cc1noc(C)c1NC(=O)Nc1ccc2c(c1)CC(=O)N([C@@H](C)CO)C[C@@H](C)[C@@H](CN(C)S(=O)(=O)c1ccc(F)cc1)O2` in TcdB GH inh = 0.1

(continued)
| SMILES | TcdB GH inh |
| --- | --- |
| C[C@H]1CN([C@@H](C)CO)C(=O)CCCn2cc(nn2)CO[C@@H]1CN(C)C(=O)NC1CCCC1 | -0.1 |
| CC(C)CC#Cc1ccc2c(c1)O[C@H](CN(C)C(=O)CN(C)C)[C@@H](C)CN([C@@H](C)CO)S2(=O)=O | 0.0 |
| COCC(=O)N1C[C@@H](C)[C@@H](OC)CN(C)C(=O)c2ccc(NC(=O)Nc3ccccc3)cc2OC[C@H]1C | 0.4 |
| C[C@H]1CN([C@@H](C)CO)C(=O)c2cc(C#Cc3cccc(F)c3)cnc2O[C@@H]1CN(C)C(=O)C1CCCCC1 | -0.4 |
| CCCNC(=O)N1C[C@H](C)[C@@H](OC)CN(C)C(=O)c2ccc(NC(=O)CC)cc2OC[C@H]1C | 0.6 |
| Cc1cccc(S(=O)(=O)N2C[C@H](O)COC[C@H]3O[C@H](CC(=O)NCCCN4CCOCC4)CC[C@@H]32)c1 | 0.8 |
| C[C@@H]1CN([C@H](C)CO)C(=O)Cc2cc(NC(=O)Cc3ccccc3)ccc2O[C@H]1CN(C)Cc1ccc(Oc2ccccc2)cc1 | 0.6 |
| CCC(=O)NC[C@H]1[C@@H](c2ccc(C3=CCCCC3)cc2)[C@@H](CO)N1C(=O)C1CC1 | 0.9 |
| CCCC(=O)Nc1ccc2c(c1)OC[C@@H](C)N(C(=O)CC)C[C@@H](C)[C@H](OC)CN(C)C2=O | 2.8 |
| OC[C@@H]1[C@@H](c2ccc(C3=CCCC3)cc2)[C@@H]2CN(CCC(F)(F)F)CCCCN12 | -0.5 |
| O=C(CN1CCOCC1)NCC[C@@H]1CC[C@H](NS(=O)(=O)c2ccc(Cl)cc2)[C@H](CO)O1 | 0.4 |
| O=C(C1CCCCC1)N1CC2(C1)[C@@H](c1ccccc1)[C@@H](CO)N2Cc1ccc(Cl)cc1 | -2.0 |
| C[C@H]1CN([C@@H](C)CO)C(=O)c2cc(-c3cccc(C(=O)N(C)C)c3)cnc2O[C@H]1CN(C)S(=O)(=O)c1cccc(F)c1 | 0.0 |
| C[C@@H]1CN([C@@H](C)CO)C(=O)c2cc(NC(=O)CCN3CCOCC3)ccc2O[C@@H]1CN(C)S(=O)(=O)c1ccc(F)cc1 | -0.5 |
| CO[C@H]1CC[C@H]2CCOc3c(C#N)cccc3C(=O)N(C)C[C@H](c3ccccc3)CC(=O)N(C)C[C@@H]1O2 | 0.0 |
| CO[C@H]1CN(C)C(=O)c2cc(NC(C)=O)ccc2OC[C@H](C)N(C(=O)c2ccccn2)C[C@@H]1C | 0.7 |
| C[C@@H]1CN([C@@H](C)CO)S(=O)(=O)c2ccc(C#Cc3ccccc3)cc2O[C@H]1CN(C)C(=O)CN(C)C | 1.8 |
| C[C@@H]1CN([C@@H](C)CO)C(=O)Cc2cc(NC(=O)Nc3cccc4ccccc34)ccc2O[C@@H]1CN(C)C(=O)NC1CCCCC1 | -5.5 |
| C[C@@H]1CN([C@H](C)CO)C(=O)Cc2cc(NS(=O)(=O)c3cccs3)ccc2O[C@@H]1CN(C)S(=O)(=O)c1cn(C)cn1 | -3.6 |
| CCCNC(=O)N1[C@@H](C#N)[C@H](c2ccc(-c3ccc(C(=O)N(C)C)cc3)cc2)[C@@H]1CO | -0.3 |
| CCCNC(=O)C[C@@H]1CC[C@@H]2[C@H](COC[C@@H](O)CN2C(=O)c2cc(Cl)cc(Cl)c2)O1 | -1.4 |
| C[C@H]1CN([C@@H](C)CO)C(=O)c2ccccc2-c2ccccc2CO[C@@H]1CN(C)C(=O)Nc1ccc(-c2ccccc2)cc1 | 0.3 |
| Cc1ccc(S(=O)(=O)Nc2ccc3c(c2)CC(=O)N([C@@H](C)CO)C[C@@H](C)[C@@H](CN(C)S(=O)(=O)c2cccs2)O3)cc1 | 1.1 |
| CC(C)NC(=O)Nc1ccc2c(c1)C(=O)N([C@@H](C)CO)C[C@@H](C)[C@H](CN(C)C(=O)c1ccccc1)OCCCC[C@@H](C)O2 | 0.6 |
| COc1ccc(NC(=O)Nc2cccc3c2O[C@@H](CN(C)S(=O)(=O)c2cn(C)cn2)[C@H](C)CN([C@H](C)CO)C3=O)cc1 | -4.9 |
| CO[C@@H]1CN(C)C(=O)c2cc(NS(C)(=O)=O)ccc2OC[C@@H](C)N(CC2CCOCC2)C[C@@H]1C | -2.0 |
| C[C@@H]1CN([C@@H](C)CO)C(=O)Cc2cc(NC(=O)Nc3ccc(F)cc3)ccc2O[C@@H]1CN(C)Cc1ccc2c(c1)OCO2 | 0.1 |
| Cn1cnc(S(=O)(=O)N2CCCCN3[C@H](CO)[C@@H](c4ccc(-c5cccc(F)c5)cc4)[C@H]3C2)c1 | 0.7 |
| C[C@H](CO)N1C[C@H](C)[C@@H](CN(C)Cc2ccc3c(c2)OCO3)OCCCC[C@H](C)Oc2ccc(NC(=O)CCCN(C)C)cc2C1=O | 0.6 |
| Cc1noc(C)c1S(=O)(=O)Nc1ccc2c(c1)CC(=O)N([C@H](C)CO)C[C@@H](C)[C@H](CN(C)CC1CC1)O2 | -6.4 |
| CN1[C@@H]2Cn3c(ccc(-c4ccccc4)c3=O)[C@H]1[C@@H](C(=O)N1CCC(Cc3ccccc3)CC1)[C@@H]2CO | 0.3 |
| COc1ccc2c3c(n(C)c2c1)[C@@H](CO)N(Cc1cccc(F)c1)CC31CN(C)C1 | 1.6 |
| COc1ccc(NC(=O)N2C[C@@H]3[C@H](c4ccccc42)[C@H](CO)N3Cc2ccccn2)cc1 | -1.7 |
| C[C@H](O)C#Cc1ccc2c(c1)O[C@@H](CN(C)C(=O)Cc1ccccn1)[C@@H](C)CN([C@H](C)CO)S2(=O)=O | -1.3 |
| O=C(C[C@@H]1C[C@H]2c3cc(NC(=O)C4CCC4)ccc3O[C@H]2[C@H](CO)O1)NC1CCCCC1 | -1.1 |
| C[C@H](NC(=O)C[C@@H]1CC[C@@H]2[C@H](COC[C@H](O)CN2C(=O)Nc2cccc(F)c2)O1)c1ccccc1 | 0.2 |
| CN1c2ccc(C#Cc3cccnc3)cc2[C@H]2[C@H](CCN2C(=O)Nc2cc(F)ccc2F)[C@@H]1CO | -1.4 |
| C/C=C/c1ccc(C2[C@H]3CNC[C@@H]2N3S(=O)(=O)c2cccc(F)c2)cc1 (some centres undefined) | -11 |
| CCCC(=O)Nc1ccc2c(c1)OC[C@@H](C)N(Cc1cccc(F)c1)C[C@@H](C)[C@H](OC)CN(C)C2=O | -0.7 |
| COCC#Cc1cnc2c(c1)C(=O)N([C@@H](C)CO)C[C@H](C)[C@@H](CN(C)C(=O)c1ccc(F)cc1)O2 | -1.7 |
| O=C(Nc1ccccc1)N[C@@H]1CC[C@@H](CCNS(=O)(=O)c2ccccc2F)O[C@@H]1CO | 0.1 |
| CCCC#Cc1ccc2c(c1)O[C@@H](CN(C)CC1CCOCC1)[C@H](C)CN([C@H](C)CO)S2(=O)=O | -0.8 |
| CC(=O)N(C)C[C@H]1Oc2cc(-c3ccc(C#N)cc3)ccc2S(=O)(=O)N([C@H](C)CO)C[C@@H]1C | 0.2 |
| C[C@H]1CN([C@@H](C)CO)S(=O)(=O)c2ccc(C#CCN(C)C)cc2O[C@H]1CN(C)Cc1ccccn1 | 0.6 |
| C/C=C/c1ccc([C@H]2[C@@H](CO)N(C(=O)CN(C)C)C23CN(C(=O)C2CCCCC2)C3)cc1 | 1.1 |
| C[C@H](CO)N1C[C@H](C)[C@H](CN(C)S(=O)(=O)c2cccs2)Oc2ccc(NC(=O)c3ccncc3)cc2C1=O | -0.8 |
| N#C[C@H]1[C@H](c2ccccc2-c2ccccc2)[C@@H](CO)N1C(=O)Cc1cccnc1 | 0.1 |
| N#C[C@@H]1[C@H](c2ccc(C3=CCCC3)cc2)[C@H](CO)N1C(=O)NC1CCCC1 | -1.9 |
| C[C@@H](NC(=O)C[C@@H]1CC[C@H]2[C@H](COc3ccc(NS(=O)(=O)c4ccc(Cl)cc4)cc3C(=O)N2C)O1)c1ccccc1 | -0.1 |
| COCCNC(=O)C[C@@H]1CC[C@H]2[C@@H](COC[C@H](O)CN2C(=O)Nc2ccc3c(c2)OCO3)O1 | -0.3 |
| C[C@H](CO)N1C[C@H](C)[C@H](CN(C)CC2CC2)Oc2ccc(NS(=O)(=O)c3cccs3)cc2C1=O | 0.2 |
| COc1cccc(CN(C)C[C@H]2OCc3ccccc3-c3ccccc3C(=O)N([C@H](C)CO)C[C@@H]2C)c1 | 0.2 |
| CCC(=O)N1CCCCN2[C@H](CO)[C@@H](c3ccc(-c4cccc(C#N)c4)cc3)[C@@H]2C1 | 0.7 |
| O=C(C[C@H]1C[C@@H]2c3cc(NC(=O)c4cccnc4)ccc3O[C@@H]2[C@@H](CO)O1)NCc1ccccn1 | 0.7 |
| COc1cccc(NC(=O)N(C)C[C@H]2Oc3ncc(C#Cc4ccncc4)cc3C(=O)N([C@@H](C)CO)C[C@@H]2C)c1 | -1.3 |
| COc1ccc(-c2ccc3c(c2)[C@@H]2[C@@H](CCN2C(=O)c2cccc(F)c2)[C@H](CO)N3)cc1 | 1.7 |

Continued.
| SMILES | TcdB GH inh |
| --- | --- |
| C/C=C/c1ccc2c(c1)O[C@H](CN(C)C(=O)CC1CC1)[C@H](C)CN([C@@H](C)CO)S2(=O)=O | 0.4 |
| O=C(CCN1CCCCC1)N[C@@H]1CC[C@@H](CCNS(=O)(=O)c2ccc(F)cc2)O[C@@H]1CO | 1.0 |
| CCC(=O)N[C@H]1CC[C@@H](CC(=O)NCc2ccccc2OC)O[C@H]1CO | 0.1 |
| CCCN(C[C@H]1N[C@H](CO)[C@@H]1c1ccc(-c2cccnc2)cc1)C(C)=O | -5.6&-4.6 |
| O=C(NC1CCCC1)[C@@H]1[C@@H](CO)[C@@H]2Cn3c(ccc(-c4cccnc4)c3=O)[C@@H]2N1CC1CC1 | 1.6 |
| C[C@@H]1CN([C@H](C)CO)C(=O)c2cc(NC(=O)NC3CCCCC3)ccc2O[C@@H](C)CCCCO[C@@H]1CN(C)Cc1ccccc1 | -0.2 |
| O=C(Cc1cccnc1)N1CC(=O)N2[C@@H](CO)[C@@H](c3ccc(C#CC4CCCC4)cc3)[C@@H]2C1 | -0.2 |
| O=C(C[C@H]1CC[C@@H]2[C@H](COC[C@@H](O)CN2C(=O)c2ccccc2F)O1)NCc1ccc(F)cc1 | 0.2 |
| C[C@@H]1CN([C@H](C)CO)C(=O)c2cc(C3=CCCCC3)cnc2O[C@H]1CN(C)C(=O)Nc1cccc(F)c1 | -1.4 |
| CNC[C@@H]1Oc2c(NC(=O)C3CCCCC3)cccc2C(=O)N([C@@H](C)CO)C[C@@H]1C | -0.5 |
| O=C(C[C@H]1C=C[C@@H](NC(=O)Nc2ccc(F)cc2)[C@H](CO)O1)NCc1cccc(F)c1 | -0.2 |
| COc1ccc(CN(C)C[C@H]2Oc3c(NS(=O)(=O)c4cn(C)cn4)cccc3C(=O)N([C@@H](C)CO)C[C@H]2C)cc1 | 0.8 |
| COc1ccc(S(=O)(=O)N(C)C[C@@H]2Oc3c(NC(=O)NC(C)C)cccc3C(=O)N([C@H](C)CO)C[C@@H]2C)cc1 | 0.9 |
| COc1ccc(C#Cc2ccc([C@@H]3[C@@H](CO)N4CCCCN(S(=O)(=O)c5ccccc5)C[C@@H]34)cc2)cc1 | -1.9 |
| CN(C)CC(=O)N1[C@H](CO)[C@@H](c2ccccc2)C12CN(C(=O)C1CCCC1)C2 | -0.3 |
| CN(C)CCCNC(=O)C[C@@H]1CC[C@H]2[C@@H](COC[C@@H](O)CN2CC2CCCCC2)O1 | -0.4 |
| C[C@H]1CN([C@@H](C)CO)S(=O)(=O)c2ccc(-c3ccc(C#N)cc3)cc2O[C@@H]1CN(C)C(=O)C1CC1 | 1.6 |
| O=C(c1cccc(F)c1)N1CCCCN2[C@H](CO)[C@H](c3ccc(C#CC4(O)CCCC4)cc3)[C@@H]2C1 | 0.8 |

Copied from the listing for reference:
| SMILES | TcdB GH inh |
| --- | --- |
| C[C@H]1CN([C@@H](C)CO)S(=O)(=O)c2ccc(-c3ccc(C#N)cc3)cc2O[C@@H]1CN(C)C(=O)C1CC1 | 1.6 |
| O=C(c1cccc(F)c1)N1CCCCN2[C@H](CO)[C@H](c3ccc(C#CC4(O)CCCC4)cc3)[C@@H]2C1 | 0.8 |
